DT40 TDP1 CPT: qHTS for Inhibitors of human tyrosyl-DNA phosphodiesterase 1 (TDP1): qHTS in cells in presence of CPT; chicken DT40 Tdp1-/-;hTDP1 cells + 20 nM CPT, ATP luminescence, 48 h; Potency, µM (top dose mostly 46.2 µM), inactives show top-dose activity change, negative = growth inhibition, actives largely listed as inhibitors; actives 12% (n = 420,000); further: nearly all actives have a fitted effect of over 55% in size
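Cell growth measured by CellTiter-Glo luminescence after a minimum 48 h, 37 C compound exposure with 20 nM CPT in Tdp1-knockout DT40 cells stably expressing hTDP1, seeded 400/well; qHTS titration format.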
TDP1 inh: qHTS Assay for Inhibitors of Tyrosyl-DNA Phosphodiesterase (TDP1); actives 0.28% (n = 350,000); recombinant TDP1, AlphaScreen DNA substrate cleavage; Potency, µM (highest dose often 130 µM), for the others: at the highest dose activity change, negative = inhibition, actives largely listed as inhibitors; Tyrosyl-DNA phosphodiesterase 1 (Homo sapiens), Q9NUW8; further: nearly all actives have a fitted effect of over 40% in size
Target sequence (Q9NUW8 whole entry, looked up): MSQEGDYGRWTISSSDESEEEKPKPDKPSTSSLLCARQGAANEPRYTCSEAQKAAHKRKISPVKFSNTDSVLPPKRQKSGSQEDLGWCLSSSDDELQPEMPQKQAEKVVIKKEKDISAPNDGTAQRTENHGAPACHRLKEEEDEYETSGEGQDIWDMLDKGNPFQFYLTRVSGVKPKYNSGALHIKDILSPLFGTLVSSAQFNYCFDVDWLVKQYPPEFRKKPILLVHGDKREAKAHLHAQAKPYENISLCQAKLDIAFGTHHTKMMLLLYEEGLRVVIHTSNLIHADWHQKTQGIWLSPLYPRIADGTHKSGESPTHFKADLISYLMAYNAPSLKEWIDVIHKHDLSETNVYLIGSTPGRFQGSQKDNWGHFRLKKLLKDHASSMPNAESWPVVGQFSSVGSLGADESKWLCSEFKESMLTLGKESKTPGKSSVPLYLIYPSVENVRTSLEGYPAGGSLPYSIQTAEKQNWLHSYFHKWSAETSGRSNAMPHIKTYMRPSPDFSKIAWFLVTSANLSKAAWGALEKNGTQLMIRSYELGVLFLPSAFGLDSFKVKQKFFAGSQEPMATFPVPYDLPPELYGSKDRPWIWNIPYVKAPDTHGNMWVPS
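E. coli-derived human Tdp1, 1 nM final. Cpd preinc 15 min RT; substrate 15 nM final, 5 min RT; AS bead mix 10 ug/ml final, 10 min RT. Signal loss = tyrosine-FITC cleavage. No-enzyme wells = max signal.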
DT40 TDP1 no CPT: qHTS for Inhibitors of human tyrosyl-DNA phosphodiesterase 1 (TDP1): qHTS in cells in absence of CPT | DT40 Tdp1-/- hTDP1 cells, no CPT, ATP luminescence, 48 h | Potency, µM (doses to about 46.2 µM), inactives show at the top dose activity change, negative = growth inhibition, hits mostly inhibitors | actives 15% (n = 420,000); further: nearly all actives have a fitted effect of over 55% in size
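Cells were dispensed at 400 per well, compounds added by pin tool, plates incubated ≥48 hr at 37 °C, then CellTiter-Glo added for 30 min at room temperature before luminescence reading. Line: DT40 Tdp1-/- complemented with hTDP1; camptothecin omitted.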
The depositor's hits bear a star; ? = inconclusive; / = no result given; & = joins results of further samples; [ ] = remark or other dose. The call rests on the fitted dose curve; in most records, active means well fitted curve in the direction sought with a large enough effect; inconclusive means small, poorly fitted or top-dose-only effect, or another doubt; inactive means no such curve, though single readings can be large; an effect the other way counts as inactive or inconclusive. On the % scale 0 is the no-effect control and ±100 the full control effect; potency means the concentration at half of the fitted maximal effect.

A first look (6 entries):
SMILES | DT40 TDP1 CPT | TDP1 inh | DT40 TDP1 no CPT
CC1CCN(CCCNC(=O)C2CCC(=O)N2C2CCCC2)CC1 (stereo not drawn) | 5% | 3% | 1%
Cc1sc2ncnc(SCC(=O)NC3CCS(=O)(=O)C3)c2c1C (stereo not drawn) | 0% | / | -16%
C=CCOc1ccc(Cl)cc1CNC1CCCC1 | ? | 5% | ?
O=C(/C=C\c1ccc2c(c1)OCO2)NC1CC(=O)N(c2ccc(F)cc2)C1 (stereo not drawn) | -28% | 3% | -23%
COC(=O)CSc1nc(SC)nc2c1sc1nc(-c3ccco3)c3c(c12)CC(C)(C)OC3 | 21% | / | -4%
O=C(O)c1[nH]c2ccc(Cl)cc2c1CC(=O)N1CCN(C(=O)c2ccco2)CC1 | 1% | / | -19%

The listing, previewed entries included:
SMILES | DT40 TDP1 CPT | TDP1 inh | DT40 TDP1 no CPT
CC1CCN(CCCNC(=O)C2CCC(=O)N2C2CCCC2)CC1 (stereo not drawn) | 5% | 3% | 1%
Cc1sc2ncnc(SCC(=O)NC3CCS(=O)(=O)C3)c2c1C (stereo not drawn) | 0% | / | -16%
C=CCOc1ccc(Cl)cc1CNC1CCCC1 | ? | 5% | ?
O=C(/C=C\c1ccc2c(c1)OCO2)NC1CC(=O)N(c2ccc(F)cc2)C1 (stereo not drawn) | -28% | 3% | -23%
COC(=O)CSc1nc(SC)nc2c1sc1nc(-c3ccco3)c3c(c12)CC(C)(C)OC3 | 21% | / | -4%
O=C(O)c1[nH]c2ccc(Cl)cc2c1CC(=O)N1CCN(C(=O)c2ccco2)CC1 | 1% | / | -19%
CC(=O)N1CCN(C(=O)C2(NC(=O)Nc3ccc(C)cc3)CCCCC2)CC1 | 15% | -11% | 27%
CCOC(=O)N1CCN(C(=O)C2CCN(S(=O)(=O)N(CC)CC)CC2)CC1 | -12% | -2% | -10%
O=C(C(=NNc1ccccc1)C(=S)Nc1ccccc1)c1ccccc1 | 29µM* | / | ?
COC(=O)CCC(=O)N1CCCC(N2CCN(c3ccc(OC)cc3)CC2)C1 (stereo not drawn) | 4% | 2% | 16%
CNC(=O)c1cc(C(=O)c2ccccc2Br)c[nH]1 | 2% | / | -8%
O=C(CSc1nnc(-c2ccc(O)cc2)o1)N1CCOCC1 | -2% | 6% | -18%
COc1ccccc1S(=O)(=O)Cc1ccc(C(=O)NCc2ccc3c(c2)OCO3)o1 | -5% | 0% | -26%
COc1cc(C(=O)N2CC(=O)Nc3ccccc32)cc(OC)c1OC | 8.2µM* | / | 8.2µM*
COc1ccccc1OCc1nnc(SCC(=O)Nc2ccc(C)cc2)n1C | -18% | 2% | ?
CC(C)C(=O)Nc1ccc2c3c(cccc13)CC2 | -13% | 2% | -16%
CCOC(=O)CSC1=NC(=O)/C(=C/c2ccc(OC)cc2)S1 | 1.5µM* | -2% | 1.3µM*
c1ccc(-c2nc3ccccn3c2NCc2ccc3c(c2)OCO3)cc1 | -15% | 4% | -29%
CC(=O)[C@@H]1[C@@H](C(=O)c2ccccc2)[C@]2(C(=O)Nc3ccccc32)[C@H]2C=Cc3cc(F)ccc3N12 | 23µM* | 0% | 18µM*
CCNS(=O)(=O)c1ccc(NC(=O)c2ccccc2)cc1 | -28% | -1% | -21%
COc1ccc(NC(=O)c2cc3cc(OC)ccc3oc2=N)cc1 | -17% | -9% | ?
CC[n+]1c(/C=C2/C=C(C)CC(C)(C)C2)sc2ccc(OC)cc21 | 2.3µM* | 8% | 1.2µM*
Cc1ccc2oc(-c3cccc(N)c3)nc2c1 | -1% | 5% | ?
CCOC(=O)c1nnn(-c2nonc2N)c1-c1ccc(F)cc1 | -4% | 2% | -8%
COc1ccc(S(=O)(=O)NCCc2csc3nc(-c4ccccc4)nn23)cc1OC | ? | 8% | ?

In another format: results already given
structure: COc1ccccc1OCc1nnc(SCC(=O)Nc2ccc(C)cc2)n1C
  DT40 TDP1 CPT: -18%
  TDP1 inh: 2%
  DT40 TDP1 no CPT: ?

structure: CC(C)C(=O)Nc1ccc2c3c(cccc13)CC2
  DT40 TDP1 CPT: -13%
  TDP1 inh: 2%
  DT40 TDP1 no CPT: -16%

(listing goes on)
SMILES | DT40 TDP1 CPT | TDP1 inh | DT40 TDP1 no CPT
COc1cc(C(=O)NC(=S)Nc2ccc(Cl)c(C(=O)O)c2)cc(OC)c1OC | 0% | -6% | -26%
c1coc(CNc2ncnc3c2nc2n3CCCC2)c1 | -2% | / | -22%
CCCSc1nsc(NC(=O)C(c2ccccc2)c2ccccc2)n1 | 18µM* | -5% | 29µM*
Cc1cc2c(nn1)CCc1c-2no[n+]1[O-] | 0% | 7% | -5%
Cc1cccc(OCC(=O)NC2CCCc3ccccc32)c1C (stereo not drawn) | ? | 1% | 16µM*
CCC(=O)NCCc1nc2cc(NC(=O)c3ccc(Cl)cc3)ccc2n1C | 0% | / | -6%
CC1(C)CC(=O)C2=C(C1)Nc1nc(SCCN3CCOCC3)[nH]c(=O)c1C2c1cccs1 (stereo not drawn) | -4% | 0% | -1%
CS(=O)(=O)N(CC(=O)Nc1ccccc1Sc1ccccc1)c1ccc(F)cc1 | -27% | 3% | ?
O=C(Cn1c(=O)n(CCc2ccccc2)c(=O)c2c3c(sc21)CCCC3)Nc1ccc(F)c(F)c1 | ? | -1% | ?
O=C(Nc1ccc(OC(F)F)c(Cl)c1)Nc1ccc2c(c1)OCO2 | ? | -1% | 16µM*
CCOC(=O)c1sc2ncn(CC(=O)Nc3cc(C)on3)c(=O)c2c1C | -10% | -10% | 2%
COc1cc(/C=N/NC(=O)C(=O)N2CCCCCC2)ccc1O | 0% | 0% | 8%
O=C(NCCc1c[nH]c2ccccc12)C(=O)NCC(c1ccco1)N1CCN(c2ccccc2)CC1 (stereo not drawn) | ? | 7% | ?
OC1(CC#CCN2CCCCC2)c2ccccc2-c2ccccc21 | -25% | 0% | ?
COc1ccc2[nH]c3c(c2c1)CCN1C(=O)C(CC(=O)NCc2ccc(OC)c(OC)c2)C[C@H](C(=O)N2CCCCC2)[C@@]31CCc1ccccc1 (stereo partly drawn) | ? | 4%[56.1 µM] | ?
CCOc1ccc(NC(=O)Cc2coc3ccc(C)cc23)cc1 | 16µM* | 0% | 21µM*
Cc1cc(NS(=O)(=O)c2ccc(NC(=S)NC(=O)c3ccccc3)cc2)no1 | ? | 3% | -105%
Cc1cc2oc(=O)cc(CN3CCCCC3C)c2c(C)c1Cl (stereo not drawn) | -15% | -2% | -26%
COc1ccc(S(=O)(=O)n2cnc3cc(C)c(C)cc32)cc1C | 12µM* | -1% | ?
Cc1oc2ccc(O)c(CN3CCCCC3)c2c1C(=O)Nc1cccc(C(F)(F)F)c1 | 12µM* | -1% | 23µM*
C[C@@H]1[C@H](c2ccccc2)OCCS(=O)(=O)N1Cc1ccc(Cl)cc1 | 11µM* | / | 10µM*
CCCCOC(=O)Nc1nc2ccccc2s1 | -11% | 2% | 6%
CCOc1ccccc1NC(=O)c1ccc2c(c1)C(=O)N(CC)C2=O | 0% | 4% | 3%
Cc1nn(CC(=O)NCCN2CCOCC2)c(C)c1[N+](=O)[O-] | 8% | 0% | 9%
CCc1sc(N(C(=O)Cc2ccccc2)c2ccc(F)cc2)nc1-c1ccccc1 | -10% | -1% | -7%

Full records, quoted from the list. Order of values: DT40 TDP1 CPT	TDP1 inh	DT40 TDP1 no CPT
CCOC(=O)c1sc2ncn(CC(=O)Nc3cc(C)on3)c(=O)c2c1C across the screens: -10%	-10%	2%
O=C(C(=NNc1ccccc1)C(=S)Nc1ccccc1)c1ccccc1 across the screens: 29µM*	/	?
O=C(Nc1ccc(OC(F)F)c(Cl)c1)Nc1ccc2c(c1)OCO2 across the screens: ?	-1%	16µM*
CCCCOC(=O)Nc1nc2ccccc2s1 across the screens: -11%	2%	6%
CCOc1ccccc1NC(=O)c1ccc2c(c1)C(=O)N(CC)C2=O across the screens: 0%	4%	3%

Continuation.
SMILES | DT40 TDP1 CPT | TDP1 inh | DT40 TDP1 no CPT
CC(C)C[C@@H]1COc2cc(N3CCSCC3)ccc2S(=O)(=O)N1 | -1% | / | -12%
CC(=O)c1sc(NC(=O)c2ccccc2F)nc1-c1ccccc1 | -3% | -1% | -22%
COc1ccc(-c2oc(NC(=O)CSc3ncn[nH]3)c(C#N)c2-c2ccc(OC)cc2)cc1 | 13µM* | 12% | ?
Cc1cccc(C(=O)OCC(=O)N2CC(C)CC(C)C2)c1C (stereo not drawn) | -12% | 0% | ?
COc1ccc(NC(=O)COc2ccc(C(=O)c3ccc(F)cc3)cc2)cc1S(N)(=O)=O | ? | 5% | ?
CCN(CC)CCn1c2c(c(SCC(=O)Nc3nc4ccc(C)cc4s3)nc1=O)CCC2 | 6.5µM* | / | 5.8µM*
Cc1ccc(CC(=O)Nc2ccccc2N2CCOCC2)cc1C | 16µM* | 5% | ?
Cc1ccc(NC(=O)NCCN2CCCCC2)cc1Cl | -26% | 2% | -30%
O=C1NC(=S)S/C1=C/c1ccc(OC(=O)c2ccco2)cc1 | ? | 50µM* | -8%
CCc1c(C)nc2cc(-c3cc(OC)cc(OC)c3)nn2c1N1CCN(CCN2CCOCC2)CC1 | 23µM* | 6% | 16µM*
COc1ccc(Cc2c(Cl)ncnc2Cl)cc1 | -15% | -8% | ?
O=C(Nc1cccc(S(=O)(=O)C(F)F)c1)c1ccc(Cl)c(S(=O)(=O)N2CCOCC2)c1 | 16µM* | 3% | 18µM*
O=C(CN1CCN(S(=O)(=O)c2cccc(F)c2)CC1)Nc1ccnn1C1CCCC1 | -26% | 0%[56.1 µM] | -11%
CCCCN(Cc1cc2cc(OC)ccc2[nH]c1=O)C(=O)COc1ccccc1 | 1% | / | -20%
CC(=O)c1ccc(NC(=O)CSc2nnc(NC(=O)c3ccco3)s2)cc1 | -6% | 3% | -3%
Cc1cccc(-c2nc(CCNC(=O)COc3ccccc3)cs2)c1 | ? | 0% | ?
CCOC(=O)c1nnc(-c2ccccc2)nc1NCc1ccccc1 | -29% | -3% | -9%
Cc1cccc(CSc2nc(=O)c3c(n2C)NC(=O)CC3c2cc(F)cc(F)c2)c1 (stereo not drawn) | 9.2µM* | 4% | 6.5µM*
CCn1c2ccccc2c2cc(NC(=O)CSc3nnc(-c4ccccc4OC)n3N)ccc21 | ? | 10% | ?
COc1ccc(CN2CCC(C(=O)Nc3ccc(Oc4ccccc4)nc3)CC2)cc1F | 21µM* | 5%[56.1 µM] | 18µM*
CC1(C)CC2CC(C)(CN2C(=O)COC(=O)c2cncc(Br)c2)C1 (stereo not drawn) | -16% | 0% | -14%
Cc1cccc(/C=C/c2onc(C)c2S(=O)(=O)N2CCC(C(=O)N3CCC(C)CC3)CC2)c1 | 18µM* | 2%&-3% | 18µM*
Cc1ccc2oc(-c3ccc(Cl)c(NC(=O)Cc4ccccc4)c3)nc2c1 | -1% | / | -3%
CCc1ccc(-c2nc(CN3CCC(C(=O)NCc4ccco4)CC3)c(C)o2)cc1 | ? | 2% | ?
CC1(C)C(C#N)=C(N)Oc2c1c(=O)oc1ccccc21 | -30% | 2% | ?
Later entries:
SMILES | DT40 TDP1 CPT | TDP1 inh | DT40 TDP1 no CPT
COc1ccccc1COc1ccc2c(C)c(CC(=O)O)c(=O)oc2c1C | 4% | / | 9%
CCc1cccc(NC(=O)C2CCCN(S(=O)(=O)c3cccs3)C2)c1 (stereo not drawn) | 16µM* | 9%&1% | 13µM*
COc1ccc(NC(=S)Nc2ccccc2)cn1 | 11% | 0% | 8%
c1ccc(Cc2nn3c(Cn4nnc5ccccc54)nnc3s2)cc1 | ? | 2% | -25%
COc1cc(CN2CCN(CCCc3ccccc3)C(CCO)C2)cc(OC)c1O (stereo not drawn) | 6.5µM* | / | 6.5µM*
Cc1ccnc(N2CCC(C(=O)Nc3cccc(C(F)(F)F)c3)CC2)n1 | -30% | 2% | ?
O=C1NC(Cc2ccccc2)c2nc3ccccc3c(=O)n2-c2ncccc21 (stereo not drawn) | -4% | / | -54%
O=C(OCC(=O)N1CCN(C(=O)c2ccco2)CC1)c1cc(-c2ccccc2)nc2ccccc12 | -16% | 6% | ?
CC/C(=N\NS(C)(=O)=O)c1ccccc1 | -3% | 2% | -1%
CS(=O)(=O)c1ccc(C(=O)NNC(=O)c2cccs2)cc1 | -1% | -1% | 17%
O=C(Nc1ccc(Br)cc1F)N1CCC(CN2CCc3ccccc3C2)CC1 | ? | 0% | ?
Cc1nn(C)c(C)c1S(=O)(=O)N(CC(=O)NC1CCCCCC1)c1ccc(C(C)C)cc1 | -13% | 7% | -5%

Screens (PubChem BioAssay)
